ALOX12 inh – blocks human arachidonate 12S-lipoxygenase. 580,000 tested, 1.1% active. Potency, µM (highest dose often 108 µM), for the others: at the highest dose activity change, negative = inhibition, actives largely listed as inhibitors. purified 12hLO, xylenol orange hydroperoxide absorbance. P18054; active = well fitted inhibition curve with a large enough effect; inconclusive = small, poorly fitted or top-dose-only effect, or another doubt; inactive = no such curve, though single readings can be large or run the other way; also: potency is read from the fitted curve at half-maximal effect
Target sequence (P18054 whole entry, looked up): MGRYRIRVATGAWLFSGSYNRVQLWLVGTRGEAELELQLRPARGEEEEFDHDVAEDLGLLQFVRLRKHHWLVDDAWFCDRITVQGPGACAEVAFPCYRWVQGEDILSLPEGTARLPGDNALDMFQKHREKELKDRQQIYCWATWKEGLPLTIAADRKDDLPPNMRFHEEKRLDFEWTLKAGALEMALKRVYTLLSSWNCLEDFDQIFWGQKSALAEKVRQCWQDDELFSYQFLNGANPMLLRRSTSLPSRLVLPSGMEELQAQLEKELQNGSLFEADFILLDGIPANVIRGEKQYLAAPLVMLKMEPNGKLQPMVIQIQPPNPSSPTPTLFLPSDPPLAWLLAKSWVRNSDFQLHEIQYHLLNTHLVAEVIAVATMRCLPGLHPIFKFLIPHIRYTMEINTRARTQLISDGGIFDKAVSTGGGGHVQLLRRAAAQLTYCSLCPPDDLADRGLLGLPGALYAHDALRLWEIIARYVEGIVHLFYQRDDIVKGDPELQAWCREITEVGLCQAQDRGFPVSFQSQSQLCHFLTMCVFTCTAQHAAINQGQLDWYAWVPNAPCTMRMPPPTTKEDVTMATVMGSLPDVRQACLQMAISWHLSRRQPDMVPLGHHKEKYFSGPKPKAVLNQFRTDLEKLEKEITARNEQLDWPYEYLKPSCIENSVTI
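Hydroperoxide product was detected by ferrous iron/xylenol orange as the 573 to 405 nm absorbance ratio. Arachidonic acid at 40 uM (final) was turned over for 30 min at room temperature by 150 nM human 12hLO, pH 7.0 Hepes buffer, after 15 min compound preincubation.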
LDHA block – blocks human lactate dehydrogenase A; purified LDHA, NADH/diaphorase-resazurin fluorescence; active compounds read low; 480,000 tested, 0.15% active; AID 1347041; P00338; activity change, % (values are at about 110 or 230 µM); in the data active = activity change below about -30%; inconclusive = mostly about -25% to -30%;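 also: plate controls were DMSO wells for no effect and wells without enzyme for full effect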
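Remaining NADH was detected by diaphorase (0.133 mg/mL) converting 37 µM resazurin to fluorescent resorufin, read at 0 and 20 minutes. The preceding 5-minute room-temperature reaction used 2 nM LDHA, 0.2 mM sodium pyruvate and 0.06 mM NADH at pH 7.4.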
* marks the source's active call; other numbers are inactive results; ? = inconclusive; [ ] = remark or other dose. Unless noted, % is scaled to controls: 0 for no effect and ±100 for the full control effect.

SMILES	ALOX12 inh	LDHA block
COc1cc(CNC(=O)Nc2nc(C(N)c3ccccc3)cs2)cc(OC)c1OC (stereo unspecified)	2%	1
OC[C@H]1O[C@@H](c2nc(-c3ccccc3Br)no2)[C@H](O)[C@@H]1O	9%	-5
O=C(Nc1cccc(F)c1)C1=Cc2sc3c(c2CS1)CCCC3	?	3
CSc1ccc(CN2CCC(C)(Oc3cccc(F)c3)C2)cc1 (stereo unspecified)	?	-6
O=C1c2ccccc2[C@@H]2Cc3csc[n+]3[C@H]12	-7%	3
O=C(CC[C@H]1O[C@@H](n2ccc(=O)[nH]c2=O)[C@H](O)[C@@H]1O)N[C@H](Cc1ccccc1)C(=O)NCC1CCCCC1	-2%	-4
CCCCc1cc(=O)oc2c(C)c(OCC(=O)NCCN(C)C)ccc12	1%	1
Clc1ccc(Sc2ccc3nnnn3n2)cc1	14%	3
Cc1c(CC(=O)NCc2ccccc2Cl)c(=O)oc2c(C)c(O)ccc12	?	1
COc1ccc2cc(C(=O)N3CCN(c4cccc(C)c4)CC3)c(C)nc2c1	16%	1
CS(=O)(=O)c1ccc(NC(=O)c2ccccc2-c2ccccc2)cc1	11%	-1
CCc1ccc(-c2nc(C)c(C(C)=O)s2)cc1	-15%	5
CCCCC[C@H](C)N1C[C@@H](COCc2ccccc2)Oc2cc(N3CC[C@@H](N(C)C)C3)ccc2S1(=O)=O	?	3
FC(F)(F)c1ccc(C(c2ccc(C(F)(F)F)cc2)N2CCNCC2)cc1	-2%	5
CCOC(=O)[C@]12CCCC=C1N(Cc1cccc3ccccc13)C(=O)[C@H](CC(=O)N1CCOCC1)C2	-2%	-1
CCNC(=O)N(Cc1nc(-c2ccc(C)cc2)no1)C1CCCCC1	2%	-7
CC(C)C(C)(C#N)NC(=O)COc1ccccc1C(F)(F)F (stereo unspecified)	9%	5
COc1ccccc1C(=O)NC1CC2CCC1C2 (stereo unspecified)	-40%	-1
Cc1ccc(S(=O)(=O)NC(C)CN2CCOCC2)cc1F (stereo unspecified)	-19%	-8
Cc1cc(-c2nn3c(-c4cc(F)ccc4F)nnc3s2)n(C)n1	3%	2
Cc1cccc(C(=O)Nc2ccc(Cl)cc2C(F)(F)F)c1	9%	-1
CN(C)C(=O)c1cn(CCC#N)nc1-c1cccc(Cl)c1	-8%	1
Nc1ccc(C(=O)NCc2cccnc2)cc1	?	-3
CCc1cc(=O)n(CC(=O)Nc2cccc(NC(C)=O)c2)c(-n2nc(C)cc2C)n1	6%	-2

Retrieved by compound from the list above (2):
SMILES	ALOX12 inh	LDHA block
Nc1ccc(C(=O)NCc2cccnc2)cc1	?	-3
COc1ccccc1C(=O)NC1CC2CCC1C2 (stereo unspecified)	-40%	-1

The list continues:
SMILES	ALOX12 inh	LDHA block
COc1ccccc1C(=O)Nc1nc(C)c(C(=O)N(C)C)s1	8%	13
NCCC12CC3CC(C1)CC(CCN)(C3)C2	?	6
O=C(Cc1c(Cl)cccc1Cl)NCc1coc(-c2cccs2)n1	35%	1
Cc1nc(NC(=O)c2cccc(OCC(C)C)c2)ccc1Br	?	3
CC(C)(CNC(=O)C(C)(C)C)CNC(=O)C(C)(C)C	-7%	3
FC(F)(F)c1ccc(Cl)c(N/N=C/c2ccccc2Cl)c1	35µM*	8
COc1ccccc1-c1cc(C(=O)O)c2cccc(C)c2n1	10µM*	4
Cc1cccc(N(C)C(=O)Cn2nc(-c3ccc(F)cc3)ccc2=O)c1	30%	-10
CCc1ccccc1N(C)C(=O)c1nn(-c2cccc(OC)c2)c(=O)c2ccccc12	?	0
CC(C)(C)NC(=O)CC1(C(=O)NCc2ccc(Cl)cc2)CCCC1	?	7
COC(=O)c1ccc(COC(=O)COc2ccccc2OC)o1	-60%	-1
CCOc1ccc(CNCc2ccccn2)cc1OCC	5%	?

Structures above with bromine:
SMILES	ALOX12 inh	LDHA block
OC[C@H]1O[C@@H](c2nc(-c3ccccc3Br)no2)[C@H](O)[C@@H]1O	9%	-5
Cc1nc(NC(=O)c2cccc(OCC(C)C)c2)ccc1Br	?	3

Next part
SMILES	ALOX12 inh	LDHA block
Cc1ccc(-c2ccc3c(N)c(C(=O)Nc4ccccc4)sc3n2)cc1	-3%	-9
COc1cccc(C(NC(=O)c2cc(C(C)=O)c[nH]2)c2nccn2C)c1 (stereo unspecified)	?	4
CCOc1cc(/C=C2/NC(=O)NC2=O)cc(Cl)c1OCC	?	-7
Cc1ccc(SCc2ccc(C(=O)Nc3c(C)cccc3C(C)C)cc2)cc1	?	2
Cc1cc(C)cc(N2CC(c3nc4ccccc4n3CCN3CCOCC3)CC2=O)c1 (stereo unspecified)	10%	14
Cc1ccccc1-c1noc(-c2ccccc2Br)n1	29%	2
Cc1cc(Br)cn2c(Cc3ccccc3C(F)(F)F)c(-c3ccc(Cl)cc3)nc12	-30%	2
CN(C)C(=O)c1ccc(NC(=O)c2c[nH]c3ccccc23)cc1	5%	8
CCOc1ccc(CN(C)C(=O)c2cc(S(=O)(=O)Nc3ccc(C)cc3)ccc2C)cc1	-1%	3
O=C(c1cc(S(=O)(=O)N2CCCCC2)ccc1N1CCOCC1)N1CCCc2ccccc21	17%	8
COC(=O)CC1c2cc(OC)c(OC)cc2CCN1Cc1nc(C2CC2)no1 (stereo unspecified)	-28%	2
CCN1CCCC1CNCCc1ccccc1 (stereo unspecified)	?	7
COC(=O)NNC(=S)NC(=O)c1ccccc1	?	0
O=C(O)c1ccc2oc(C(=O)c3ccccc3)cc2c1	0%	0
COCCn1cnc2c1c(=O)n(CC(=O)OCCOc1ccccc1)c(=O)n2Cc1ccccc1	-18%	-22
Cc1ccc(S(=O)(=O)N2[C@@H](c3cccc(Cl)c3)C(C(=O)OC(C)(C)C)=CC[C@H]2c2cccc(Cl)c2)cc1	1%	-10
Fc1ccc(OCc2nnc(-c3ccc(F)cc3)o2)cc1	21%	-3
Cc1ccc(CC(=O)NCC23CC4CC(CC(C4)C2)C3)cc1	39%	4
CCCCn1c(=O)[nH]c(=O)c2c1nc(CCc1ccccc1)c(=O)n2Cc1ccccc1	-23%	11
CCC(C(=O)Nc1nc2c(C)cccc2s1)c1ccccc1 (stereo unspecified)	-67%	-5
COc1ccc(C(=O)NCC(=O)OCC(=O)c2ccccc2)cc1	?	-8
O=C(CSc1n[nH]c(-c2ccccc2F)n1)Nc1ccc2c(c1)OC1(CCCCC1)O2	-4%	6
CC(C)N(C(=O)c1cccc(F)c1)C(C)C	-67%	0
CCOc1ccc2c(c1)C=C(C(=O)NCC(F)(F)F)CO2	8%	-25
COC(=O)c1ccoc1COC(=O)CCc1ccc(OC)c(OC)c1	?	8
CCOc1ccc(-c2[nH]nc3c2C(c2c(F)cccc2Cl)C(C#N)=C(N)O3)c(OCC)c1 (stereo unspecified)	-22%	8
Cc1ccc(C(=O)O)cc1C	6%	5
O=C(O)c1cc(Cl)c(C(=O)O)cc1Cl	?	0
CC(=O)N1CCN(c2ccc(NC(=O)COc3ccc(C)cc3)cc2Cl)CC1	35%[activator]	3
CCCc1c(C)c2ccc(OCC(=O)OCC)cc2oc1=O	29%	2
Cc1ccc(Nc2nc(-c3cccnc3)nc3ccccc23)cc1C	?	-5
CCc1cccc(CC)c1NC(=O)c1cc2ccccc2oc1=O	10%	2
O=C(CCc1cccs1)NCC1CC1	-40%	6
CN(C)CCN(Cc1ccccc1)C(=O)Nc1ccc(C(=O)NCC(F)(F)F)cc1	23%	-1
O=C(NCc1ccncc1)c1nc(-c2ccc(Br)o2)no1	20%	3
Cc1ccc(C)c(Oc2nc(-c3ccncc3)nc3ccccc23)c1	-6%	-5
CC(C)CCNC(=O)c1[nH]c(C(F)(F)F)nc1-c1ccccc1	-12%	-6
O=C(c1cc(Br)c(Br)s1)N(Cc1ccccc1)C1CC1	-17%	6
CCc1cccc2c(C(=O)CN3C(=O)NC4(CCOc5ccccc54)C3=O)c[nH]c12 (stereo unspecified)	?	-1
CCONC(=O)CC1Sc2ccc(C(F)(F)F)cc2NC1=O (stereo unspecified)	5%	1
Cc1ccc(-c2cc(C)c(-c3ccc(C)cc3)nn2)cc1	?	7
c1ccc(NC2(c3nnnn3C3CCCCC3)CCCCC2)cc1	32%	0
Cc1nc(-c2cccc(F)c2)sc1CCNC(=O)CC(C)C	7%	-3
CCCN1C(=O)CCc2cc(NS(=O)(=O)c3cc(C)ccc3C)ccc21	?	-8
CC(C)C(C(=O)NC1CCCC1)N1CCN(c2ncccc2C#N)CC1 (stereo unspecified)	-5%	-12
COc1ccc(CN(C)CC(=O)Nc2cc(C)nn2-c2ccccc2C)cc1	-2%	-6
COc1cc(/C=N/OC(C)=O)cc(OC)c1OC	-1%	0
c1ccc2c(c1)C(=Nn1c3ccccc3c3ccccc31)c1ccccc1-2	12%	1
C=C(Cl)CN1CCC(C(=O)OCC)CC1	?	7
COc1ccc(Cl)cc1NC(=O)/C(C#N)=C/c1coc2c(Cl)cc(Cl)cc2c1=O	?	-4
CC(C)(C)CC(C)(C)NCc1ccco1	-14%	-4
O=C(Oc1ccc(Br)c2ccccc12)C(c1ccccc1)c1ccccc1	6%	10
COCC(C)NC(=O)C1CCN(Cc2ccc(C)cc2)CC1 (stereo unspecified)	-3%	0
Cc1ccc(C(=O)CC(=O)c2ccc(C)cc2C)c(C)c1	15%	-3
CC(=O)N1CCN(S(=O)(=O)c2ccc(C(=O)N(C)Cc3ccccc3N3CCCCC3)cc2)CC1	10%	-6
CC(=O)c1ccc(OC(=O)C2(c3ccccc3)CCC2)cc1	1%	-25
O=C(NCc1ccccc1)C(c1ccc(F)cc1)N1CCN(c2ccccc2F)CC1 (stereo unspecified)	0%	-4
c1ccc(OCCCN2CCC(c3nc4ccccc4s3)CC2)cc1	0.71µM*	-14
COc1cc(-c2cc(NC=O)c3ncc(-c4cccc(C(F)(F)F)c4)n3c2)cc(OC)c1OC	-1%	1
CC1CCN(S(=O)(=O)c2ccc3c(c2)CCC(=O)N3CC(=O)N2CCC3(CC2)OCCO3)CC1	?	3

Continuation.
SMILES	ALOX12 inh	LDHA block
CCCN(C(=O)c1ccc2c(=O)n3c(nc2c1)CCCC3)c1ccc(C(C)C)cc1	0%	1
Clc1ccc2c(c1)nc(CN1CCOCC1)n2Cc1ccccc1	42%[activator]	4
CC(=O)COC(=O)c1cc2ccccc2[nH]1	-4%	7
O=S(=O)(Nc1cccc(-c2nnnn2C2CC2)c1)c1ccccc1F	-25%	0
CC1Sc2ccc(S(=O)(=O)CCC(=O)NCCC3=CCCCC3)cc2NC1=O (stereo unspecified)	-21%	1
Cc1ccc2cccc(NC(=O)COc3ccccc3C)c2n1	18%	2
Cc1ccc(F)cc1NC(=O)c1nn(-c2ccccc2)c(=O)c2ccccc12	-13%	6
CC1(c2nc3ccccc3[nH]2)CCC(=O)N1C1CC1 (stereo unspecified)	-3%	-2
O=c1cc(-c2ccccc2)oc2cc(OCc3ccccc3)cc(OCc3ccccc3)c12	7%	4
Cc1ccccc1NC(=O)CCn1nc(C)c(S(=O)(=O)N2CCCCC2)c1C	2%	4
N#Cc1cccc(OCc2coc(-c3cccc(F)c3)n2)c1	-32%	4
CCCOc1cc(C)c(S(=O)(=O)Nc2cccnc2)cc1C	87%[activator]	0

Record cards (already shown). Values in the order: ALOX12 inh	LDHA block
O=c1cc(-c2ccccc2)oc2cc(OCc3ccccc3)cc(OCc3ccccc3)c12 across the screens: 7%	4
Cc1ccccc1NC(=O)CCn1nc(C)c(S(=O)(=O)N2CCCCC2)c1C across the screens: 2%	4
Cc1ccc2cccc(NC(=O)COc3ccccc3C)c2n1 across the screens: 18%	2
Clc1ccc2c(c1)nc(CN1CCOCC1)n2Cc1ccccc1 across the screens: 42%[activator]	4

Remaining list, next part:
SMILES	ALOX12 inh	LDHA block
CN1CCN(c2nc3ccccc3nc2C(=O)Nc2ccc(F)c(Cl)c2)CC1	15%	-1
CC(C)(C)NC(=O)C(c1cccc2ccccc12)n1c(=O)c(-c2cc3ccccc3[nH]2)nc2ccccc21 (stereo unspecified)	3%	0
Cc1cccc(-c2ocnc2C(=O)Nc2ccc(C)cc2Cl)c1	14%	-10
CN(C)C1CN(Cc2cn(Cc3ccc(Cl)cc3)nn2)S(=O)(=O)C1 (stereo unspecified)	-24%	-8
C=CCNC(=S)NC(=O)c1cc(Br)ccc1Cl	-30%	0
O=c1c2cc(Cl)ccc2ncn1Cc1nc(-c2ccccc2)no1	?	3
NC(Cc1ccc(Cl)cc1)c1csc(NC(=O)Nc2ccccc2)n1 (stereo unspecified)	?	-17
CCOC(=O)[C@]12CCC=C1N(CCC1=CCCCC1)C(=O)[C@H](CC(=O)N1CCN(C(=O)c3ccco3)CC1)C2	23%	-2
COCc1cnc2c(c1SCc1ccc(C)cc1)c(=O)n(C)c(=O)n2C	?	-1
Cc1cc(C)n2ncc(-c3noc(C(=O)NC4CCCCCC4)n3)c2n1	-21%	-6
O=C(O)c1ccc(COc2ccccc2Cl)o1	?	2
CN(CCOc1ccc(Cl)cc1)Cc1nc(C2CC2)no1	7%	-4
Cc1ccc(Cl)cc1NC(=O)COc1ncnc2ccc(Br)cc12	?	-2
OCCCNc1ncnc2c1ncn2[C@H]1CN(Cc2ccco2)C[C@@H](CO)O1	-6%	-1
O=C(NC(c1ccc(Cl)cc1)c1cnccn1)C1CCN(Cc2ccc(Oc3ccccc3)cc2)CC1 (stereo unspecified)	-25%	-5

These rows are one share of the data (hit frequency here may not be typical).
